# Bioassay records: PubChem BioAssay, National Center for Advancing Translational Sciences (NCATS)
# KDM5B inh = KDM5B demethylase inhibition; Q9UGL1; KDM5B demethylase, FDH-coupled NADH fluorescence (FDH is formaldehyde dehydrogenase); Potency, µM (series often up to 57.7 µM), for inactives: at the top dose activity change, negative = inhibition, usual class: inhibitors; actives 2.6% (n = 220,000); AID 1347165; active = well fitted inhibition curve with a large enough effect; inconclusive = small, poorly fitted or top-dose-only effect; inactive = no such curve, though single readings can be large or run the other way; note: 0% is about no effect; nearly all actives have a fitted effect of over 70% in size
#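 Coupled FDH/NAD⁺ fluorescence readout. KDM5BΔAP 200 nM final; compound titration, 10 min RT preincubation; substrate mix 12.5 µM H3K4me3, 25 µM 2-OG, 50 µM Fe(II), 100 µM ascorbate, 0.25 mM NAD⁺, 0.25 U/mL FDH; ΔRFU over 30 min.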
# Starred values were filed as active, the others as inactive; u = inconclusive; & = joins results of further samples; [ ] = remark or other dose. Potency is the fitted concentration of half-maximal effect. These rows are one share of the data; rates above refer to the full screens.
SMILES,KDM5B inh
Cc1ccc(NC(=O)c2oc3ccc(S(=O)(=O)N(C)C4CCCCC4)cc3c2C)c(C)c1,3%
Clc1cccc(-n2ncc3c(NC4CCCC4)ncnc32)c1,-24%
Cc1cc(=O)n(CC(=O)Nc2ccc(F)cc2)c(N(C)Cc2ccccc2)n1,0%
CN1C(=O)[C@@H]2C[C@@H](CN2Cc2ccc(F)cc2)Oc2ccccc21,-1%[86.2 µM]
CC(C)NS(=O)(=O)c1ccc(NC(=O)Cc2ccsc2)cc1,-3%
CCc1cc(N2CCN(CC3(O)CCCNC3)CC2)ncn1 (stereo not drawn),7%
CCCN(C)C(=O)COc1ccc(NC(=O)C2CC2)cn1,12%
O[C@@H]1CC(CNCc2ccc(F)cc2)(COc2cnccn2)C[C@@H]1O (stereo partly drawn),u
CCn1c(SCc2nc(-c3cccs3)oc2C)nnc1C1CC1,u
Cc1ccc(N=Cc2c(C)[nH]n(-c3ccccc3)c2=O)nc1,2%
COc1cccc(S(=O)(=O)N2CCC3(CC2)CC(N(C)Cc2ccccc2)CCO3)c1 (stereo not drawn),16%
CC(=O)N1CCC2(CC1)CCN(Cc1cccs1)c1ccccc1O2,u
Cc1cccc(C(=O)N2CCCC(N3CCN(Cc4ccc5c(c4)OCO5)CC3)C2)n1 (stereo not drawn),17%
O=C(NCc1cccc(Cl)c1)[C@@H]1C[C@H](c2ccc(F)cc2)N([S+](=O)([O-])C2CC2)C1,9%[86.2 µM]
Cc1ccc(C(C)CCN2CCC(N3CCC(C(=O)NC4CC4)CC3)CC2)o1 (stereo not drawn),u
Cc1ccc(Nc2c(-c3ccccc3O)nc3ccc(Br)cn23)cc1,u
O=C(NNc1cccc(Cl)c1)c1cccnc1Oc1ccccc1,23%
Cc1ccc(Cc2nc3ccccc3nc2SCC(=O)N2CCc3ccccc32)cc1,21%
CN(C)c1cccc(C(=O)NC2CCN(c3cc(-c4ccc(F)cc4)[nH]n3)CC2)c1,-35%
CN(CCC#N)C(=O)COC(=O)c1nn(Cc2ccccc2)c(=O)c2ccccc12,-2%
COc1ccc(C(=O)N2[C@@H]3CC[C@H]2CC(NC(=O)c2cnc(C)cn2)C3)cc1F (stereo partly drawn),19%
CC(=O)N1CCC(N[C@@H]2CC[C@@H]2NC(=O)CCn2nnc3ccccc32)CC1,-17%
O=C(O)COc1ccccc1/C=N/n1c(C2CCCCC2)n[nH]c1=S,-50%
CN1CCC(OC2CCN(C(=O)CCCc3ccccc3)CC2)CC1,13%
Cc1cccc(NC(=O)Cn2c(C)cc3ccccc32)c1C,14%
COc1cccc(C2=NS(=O)(=O)N(C)C(C(=O)Nc3ccccc3SC)=C2)c1,u
CCCCCCCCC(=O)Nc1c(C)cccc1CC,12%
Cc1nnc(NC(=O)NCCn2nc(-c3ccccc3)ccc2=O)s1,-1%
COc1ccccc1-c1cc2nc(C)c(CCC(=O)NCCc3ccc(SC)cc3)c(C)n2n1,14%
COC(=O)c1ccoc1COC(=O)CCc1ccc(-c2ccccc2)o1,u

# Part of the list above in order of molar mass, highest first.
SMILES,KDM5B inh
Cc1ccc(Cc2nc3ccccc3nc2SCC(=O)N2CCc3ccccc32)cc1,21%
CC(=O)N1CCC(N[C@@H]2CC[C@@H]2NC(=O)CCn2nnc3ccccc32)CC1,-17%
COC(=O)c1ccoc1COC(=O)CCc1ccc(-c2ccccc2)o1,u
O=C(NNc1cccc(Cl)c1)c1cccnc1Oc1ccccc1,23%

# (next part)
SMILES,KDM5B inh
COc1ccccc1-c1[nH]nc2ncc(C(=O)NCc3ccccc3)nc12,32µM*
CCOc1ccc(CCNC(=O)C2CCCN(S(=O)(=O)N(C)c3ccc(F)cc3)C2)cc1 (stereo not drawn),-2%
O=C(/C=C/c1cccc2ccccc12)NC1CCCC1,42%[activator]
Oc1ccc(/C=C/c2nc3c(ccc4ccccc43)s2)cc1,u
Cc1ccccc1C(=O)N1CCN(c2cc(-c3ccc(F)cc3)[nH]n2)CC1,9%
COc1ccc(Cl)cc1NC(=O)c1nc(S(C)(=O)=O)ncc1N(Cc1ccc(C)cc1)Cc1ccco1,-29%
COc1ccc(-c2onc(C)c2C)cc1S(=O)(=O)N1CCc2ccccc21,-63%
COc1cccc(CNC(=O)C2CCC(CNS(=O)(=O)c3cccs3)CC2)c1 (stereo not drawn),1%
COc1cccc(CC(=O)NCCc2noc(-c3cccnc3)n2)c1,13%
O=C(NCC(=O)N1CCCC1c1ccccc1)c1ccc(F)cc1 (stereo not drawn),8%
Cc1ccc(COC(=O)c2cc(=O)c3ccccc3o2)cc1,4%
CCN(CC)C(=O)N1CCC2(CC1)CC(N1CCN(c3ccccn3)CC1)CCO2 (stereo not drawn),-28%
Cc1cccc(-n2ncc3c2CCCC3NC(=O)c2c(F)ccc(F)c2F)c1C (stereo not drawn),13%
Cc1nc(C(=O)N2CCn3nc(Cc4ccccc4)cc3C2)cs1,15%
Cc1oc(-c2ccccc2F)nc1Cn1c(SCc2cccc(Cl)c2)nc2ccncc21,12%
Cc1ccc(-n2c(SCC(=O)N3CCC(C)CC3)nc3c([nH]c4ccccc43)c2=O)cc1,-6%
N#Cc1c(NC(=O)CSc2nc3ccc(Cl)cc3[nH]2)sc2c1CCC2,-3%
Cc1ccc([N+](=O)[O-])cc1S(=O)(=O)N1CCn2cccc2C1c1ccc(F)c(F)c1 (stereo not drawn),-27%
CNC(=O)c1ccc(/C=C/C(=O)C(C#N)c2ccccn2)cc1 (stereo not drawn),u
O=C(NCC(O)COc1ccc(C(F)(F)F)cc1)C1CCCC1 (stereo not drawn),13%
O=C1NC(c2ccccc2)Nc2sc3c(c21)CCN(Cc1ccccc1)C3 (stereo not drawn),u
COc1ccc(-n2nc(C(=O)NCC(=O)NCc3ccc(F)cc3)c3ccccc3c2=O)cc1,u
CCNC(=O)C/C(C)=N/NC(=O)C(C)C,16%
COc1cc(C2Nc3ccc(C)cc3[C@H]3OCCC[C@@H]23)cc(Cl)c1O (stereo partly drawn),-7%
Cn1c(=O)c2c(nc(N3CCOCC3)n2Cc2ccc(Br)cc2)n(C)c1=O,-13%
OC1(c2cnc(CN3CCC3)s2)CCNCC1,80%[activator][115 µM]
COC(=O)C1=C(C)N=C2SC=C(CC(=O)NCc3ccccc3)N2C1c1ccccc1OC (stereo not drawn),-22%
O=C(CCC[C@@H]1[C@H]2CCCN3CCC[C@@H](CN1Cc1ccccc1)[C@@H]23)Nc1cccnc1,-9%
Cc1ccc(NC(=O)CSc2nc(=O)n(CCN3CCOCC3)c3c2CCC3)c(C)c1,-8%
O=C(c1cncc(Br)c1)n1ccccc1=NC1CCCCC1,35%[activator]

# Brought forward from above: 4 compounds; new compounds follow.
SMILES,KDM5B inh
COC(=O)C1=C(C)N=C2SC=C(CC(=O)NCc3ccccc3)N2C1c1ccccc1OC (stereo not drawn),-22%
O=C(CCC[C@@H]1[C@H]2CCCN3CCC[C@@H](CN1Cc1ccccc1)[C@@H]23)Nc1cccnc1,-9%
Cc1ccc(NC(=O)CSc2nc(=O)n(CCN3CCOCC3)c3c2CCC3)c(C)c1,-8%
O=C(c1cncc(Br)c1)n1ccccc1=NC1CCCCC1,35%[activator]
O=C(CCN1C(=O)NC2(CCCCC2)C1=O)Nc1cccc2cccnc12,-16%
CN1CCN(c2cc(=O)c3ccnc(-c4cn[nH]c4)c3o2)CC1,28µM*
CN(C(=O)CCc1ccco1)C1CCCC1,14%
CCOC(=O)c1ncccc1NC(=O)CC(=O)Nc1cccnc1C(=O)OCC,u
COc1ccc(C)cc1NC(=O)N1CCC(Oc2ncccc2C(=O)N2CCOCC2)C1 (stereo not drawn),4%
O=c1n(-c2ccc(Cl)cc2)nc2n1CCN(CC1CCCCC1)C2,-8%[149 µM]
CC(=O)c1cc2c(cc1NC(=O)CSc1nnc(C3CC3)n1C1CC1)OCO2,u
Cc1cc(C)cc(NC(=O)CSCn2nnc3c(=O)[nH]c(Cc4ccc(F)cc4)nc32)c1,17%&0%
COC(=O)c1c(C)oc(C)c1S(=O)(=O)NCc1cccs1,-3%
CCCCCOc1ccc(C(=O)CCC(=O)O)cc1,-10%
O=C(NCc1ccc(Cl)cc1)C1CCCN(c2cnn(Cc3ccccc3)c(=O)c2)C1 (stereo not drawn),1%
O=C(NCCN1CCN(Cc2ccccc2)CC1)Nc1cc(Cl)cc(Cl)c1,u
O=C(CC1CCN(C(=O)Nc2ccccc2F)C1)NCc1ccccc1 (stereo not drawn),16%
CN(Cc1ccccc1)S(=O)(=O)c1ccc(F)c(C(=O)Nc2ccccc2C(F)(F)F)c1,244%[activator]
CCn1cc(S(=O)(=O)c2ccc(C)cc2C)c(=O)c2cc(F)c(N3CCCCC3)cc21,u
Cc1ccc(-n2nc3n(c2=O)CCN(C(=O)c2ccc(C(F)(F)F)cc2)C3)cc1,24%
CCc1cc(CC)n(-c2nc3c(c(=O)n(CCN4CCCCC4)c(=O)n3C)n2CC)n1,9%
COc1ccc(-c2nc(C)nc3c2CCN(C(=O)c2ccc4c(c2)OCO4)CC3)cc1,-15%
Cc1cc(C)cc(OCC(=O)NCC2(N(C)C)CCCCC2)c1,-3%
COc1ccc(NC(=O)C2CCCN(c3cnccn3)C2)c(OC)c1 (stereo not drawn),-12%
CCN(CC)c1ccc(NC(=O)C2CCN(S(=O)(=O)c3c(C)noc3/C=C/c3ccccc3F)CC2)c(C)c1,u
CC(C)(C)NS(=O)(=O)c1ccc2[nH]c3c(c2c1)CCCCC3,-17%
CCc1ccccc1N1C(=O)[C@@H]2Cc3ccccc3CN2C1=O,u
CC(C)(C)OC(=O)N1CCC(CNC(=O)c2ccc(F)cc2F)CC1,25%
Cc1ccc2nc(-c3ccc(NC(=O)COc4ccc(Cl)c(C)c4)cc3)sc2c1,-25%
O=C(NC1CCS(=O)(=O)C1)c1cnn(-c2ccc(F)cc2)c1-n1cccc1 (stereo not drawn),12%
CNC(=O)c1ccc(CN(C)C(=O)c2ccc(S(=O)(=O)NC3CC3)cc2)cc1,14%
CC(Sc1cn(CCNC(=O)c2ccccc2F)c2ccccc12)c1ccccc1 (stereo not drawn),u
Cc1cccc(OCC(=O)OCc2cc(=O)n3nc(-c4cccs4)sc3n2)c1,u
CN(C)c1cccc(-c2cnc(Nc3cccnc3)c3c2CCO3)c1,u

# Rewritten with each value named: part of the list above.
CCc1cc(CC)n(-c2nc3c(c(=O)n(CCN4CCCCC4)c(=O)n3C)n2CC)n1
  KDM5B inh: 9%

CC(Sc1cn(CCNC(=O)c2ccccc2F)c2ccccc12)c1ccccc1 (stereo not drawn)
  KDM5B inh: u

COc1ccc(-c2nc(C)nc3c2CCN(C(=O)c2ccc4c(c2)OCO4)CC3)cc1
  KDM5B inh: -15%

CCc1ccccc1N1C(=O)[C@@H]2Cc3ccccc3CN2C1=O
  KDM5B inh: u

# More records follow.
SMILES,KDM5B inh
Cc1nc(N(C)C)ncc1C(=O)NCc1ccccc1Cl,u
COc1ccccc1N(CCC#N)C(=O)Cn1nc(C(=O)O)c2ccccc2c1=O,-6%
Cc1ccc(C)c(NC(=S)N2CCCC2)c1,11%
O=C(NCc1cccs1)C1(c2cccc(C(F)(F)F)c2)CCOCC1,2%
NC(=O)c1ccc(CN(CCc2cccs2)Cc2cccs2)cc1,-27%
Cc1ccc(N2C(=O)c3ccccc3NC23CCSC3)cc1 (stereo not drawn),u
CCNc1c(NC(=O)c2cccs2)c(=O)oc2ccccc12,17%
CC(=O)N1CCCCC1c1nc(-c2ccccc2)n[nH]1 (stereo not drawn),-7%
CCC1(N2CCN(S(=O)(=O)c3ccc4c(c3)CCCC4)CC2)CCN(C(=O)C(C)C)C1 (stereo not drawn),-27%
CCCCn1c(=O)[nH]c(=O)c2c1ncn2CCC(C)C,9%
Cc1ccc(SC(C)C(=O)Nc2c(C)cccc2C)cc1 (stereo not drawn),36%
COc1ccc(NC(=O)c2cc3sc(C)c(CN4CCCCC4)c3[nH]2)cc1OC,-41%
O=C(c1ccc(-c2ccccc2CO)nc1)N1CCCN(c2ncccn2)CC1,-13%
COc1ccc(-c2noc(Cn3c(=O)c4ccccc4n(CC(=O)NCc4ccccc4)c3=O)n2)cc1,10%
O=C(O)c1cccc(S(=O)(=O)NCc2ccco2)c1,-27%
Cn1c(C(=O)N2CCC(C(=O)NCCc3ccc(S(N)(=O)=O)cc3)CC2)cc2sccc21,2%
COC(=O)c1cc(NC(=O)CC2C(=O)OCCN2Cc2ccccc2)cc(C(=O)OC)c1 (stereo not drawn),-25%[11.5 µM]
CC(=O)N1CCCN(c2nc3ncccc3o2)CC1,u
Cc1nc(N2CCCC2)cc(N2CCN(C(=O)c3ccc(C(F)(F)F)cc3)CC2)n1,1%
O=C(c1c(O)cccc1O)N1CCOC(C(F)(F)F)C1 (stereo not drawn),8%
CC(=O)c1cccc(NC(=O)c2nc3ccccc3nc2N2CCCCC2)c1,-13%
O=C(O)c1cccc(OCc2nnnn2-c2ccc(Br)cc2)c1,19%
Cc1cc2ccccc2n1CC(=O)N1CCN(C(=O)C2CC2)CC1,6%
O=C(NCc1ccncc1)c1cc2cc(Cl)ccc2[nH]1,-27%
COCCNc1ncc(-c2cccc(OC)c2)c2c1OCC2,35µM*
COc1ccc(CN2Cc3[nH]cnc3C[C@H]2C(=O)NCc2ccccc2)c2ccccc12,40µM*
Cc1c(NC(=O)c2ccc(N3CCC(C)CC3)c([N+](=O)[O-])c2)cccc1-c1nc2ccccc2o1,0%
CS(=O)(=O)c1ccc(-c2cnc([C@@H]3COCCN3C3CCCCC3)[nH]2)cc1,-33%[86.2 µM]
COc1cccc(C(=O)OCC(=O)c2ccc(OC(=O)c3ccco3)cc2)c1,22%
COc1ccc(C(=O)Nc2ccc3oc(-c4ccc(F)cc4)nc3c2)cc1OC,u
Cc1c(C#N)oc2ccccc12,-1%
